Compound activity as filed in PubChem.
KCNH2 WT inh – blocks the wildtype human KCNH2 potassium channel; Q12809; U2OS, BacMam KCNH2, thallium flux FluxOr; stronger effect = lower value; activity change, % at 1.84 µM; 0.37% of 340,000 active; AID 720551;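 active = maximum activity change below -70%; inconclusive = maximum activity change between -70% and -50%; inactive = maximum activity change above -50%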
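U2OS cells transduced with wild-type KCNH2 virus are loaded with FluxOr dye for 45 min, and thallium flux is measured in kinetic reads before and after stimulation buffer. Rate constants are normalized to DMSO controls.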
B2AR arrestin – agonists driving beta-arrestin recruitment to human beta2-adrenergic receptor; P07550; beta-arrestin recruitment to beta2AR, cell-based reporter; Potency, µM (doses to about 46.1 µM), without a hit: top-dose activation, usual class: activators; 0.02% of 330,000 active; AID 492947;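 note: potency is the fitted concentration of half-maximal effect; 0% = DMSO controls and full agonism = EC100 isoproterenol or metaproterenol; nearly all actives have a fitted effect of over 65% in size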
Target sequence (P07550 whole entry, looked up): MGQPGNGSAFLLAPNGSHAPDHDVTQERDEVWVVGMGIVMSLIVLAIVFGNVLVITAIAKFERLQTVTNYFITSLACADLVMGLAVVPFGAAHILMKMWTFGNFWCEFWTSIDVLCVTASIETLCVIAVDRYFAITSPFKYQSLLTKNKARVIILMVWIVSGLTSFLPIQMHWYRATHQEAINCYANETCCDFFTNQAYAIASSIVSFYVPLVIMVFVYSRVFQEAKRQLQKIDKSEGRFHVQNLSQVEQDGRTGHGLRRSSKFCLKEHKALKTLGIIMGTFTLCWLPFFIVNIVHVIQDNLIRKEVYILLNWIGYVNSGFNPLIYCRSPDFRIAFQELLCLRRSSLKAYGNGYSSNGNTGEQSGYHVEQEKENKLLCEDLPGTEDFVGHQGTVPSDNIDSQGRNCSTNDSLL
Giardia killer – Giardia lamblia killing. 0.15% of 340,000 active. activity change, % at 7.66 µM, hits read low. Giardia lamblia trophozoite viability; in the data active = activity change below about -80%; inconclusive = between about -30% and that limit;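 note: parasites exposed to compound for two days anaerobically before the ATP read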
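Trophozoites 100 cells/well + cpd; 48 hrs, 37 deg C, anaerobic. ATPLite 1-Step added, 15-30 min RT, luminescence read (ATP-based viability).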
PKM2 act – increases activity of human pyruvate kinase M2 | Potency, µM (series often up to 57.5 µM), without a hit: at the highest dose activation, hits mostly activators | 0.34% of 260,000 active | purified PKM2, Kinase-Glo ATP luminescence, activation; response scale: 0% is enzyme alone, no compound | P14618; note: potency is the fitted concentration of half-maximal effect; nearly all actives have a fitted effect of over 55% in size
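hPK-M2, >95% pure; 0.1 mM ADP / 0.5 mM PEP final; imidazole pH7.2 buffer w/ 7 mM MgCl2, 50 mM KCl; 1 h RT; Kinase-Glo lum. Intermediate enzyme activity for dual inhibitor/activator qHTS.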
Chronic BCR inh – blocks chronic active B-cell receptor signaling | 0.05% of 340,000 active | ABC-DLBCL IkBa-CBG/CBR reporter, luminescence ratio, 4 h | Potency, µM (top dose mostly 46.1 µM), inactives show at the top dose ratio change, negative = lower green/red ratio, most hits filed as inhibitors; active = well fitted inhibition curve with a large enough effect in the signal ratio, with a control signal flat, not every such curve was filed as active; inconclusive = small, poorly fitted or top-dose-only effect, or effect the other way, or a change in a side signal; the % refers to the signal ratio;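 note: potency is the fitted concentration of half-maximal effect; plate controls were basal doxycycline-induced cells for no effect and cells given 10 µM MG132 for full effect; MG132 reads +100%, hits lower the ratio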
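TMD8 human ABC-DLBCL cells with doxycycline-inducible IκBα–green luciferase fusion and unfused red luciferase, in 0.5% FBS medium; compounds up to 46 uM, 4 h at 37C. Green/red luminescence ratio, filter-overlap corrected, fitted to concentration-response curves.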
FBPA coupling cs – counter-screen for Giardia aldolase inhibitors: coupling enzyme system; 0.67% of 290,000 active; activity change, negative = inhibition, % at 58.2 µM, hits read low; AID 2472; coupling enzyme system counterscreen, AmpLite Red fluorescence; in the data active = activity change below about -30%
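First, compound is pin-transferred into glyceraldehyde-3-phosphate coupling-enzyme reagent at 57.5 uM final and held 10 min at RT. Next, substrate, coupling system and AmpLite Red are added. After 20 min RT, fluorescence (525/598 nm) is read.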
uPA generation – blocks generation of uPA at the cell surface; cell surface uPA generation assay, qHTS; 0.31% of 330,000 active; Potency, µM (titrated, usually from 38.3 µM), inactives show top-dose activity change, negative = inhibition, actives largely listed as inhibitors; active = well fitted inhibition curve with a large enough effect; inconclusive = small, poorly fitted or top-dose-only effect; inactive = no such curve, though single readings can be large or run the other way; tested in mouse RAW 264.7 cells; note: potency is the fitted concentration of half-maximal effect; nearly all actives have a fitted effect of over 55% in size
Eya2 phos inh – inhibitors of human Eya2 phosphatase activity | Potency, µM (highest dose often 76.9 µM), without a hit: top-dose activity, negative = inhibition, hits mostly inhibitors | O00167 | recombinant Eya2, OMFP fluorescence dephosphorylation (OMFP is methylfluorescein phosphate) | 0.006% of 330,000 active; note: potency is the fitted concentration of half-maximal effect
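Eya2 (0.2 uM) preincubated 10 min at ambient with compound, then OMFP substrate added at 50 uM; 10 min reaction in 50 mM HEPES pH 7.5, 50 mM NaCl, 5 uM MgCl2, 0.05% BSA, 1 mM DTT. Fluorescence read at Ex 485/Em 525 nm.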
USP2a block – blocks human ubiquitin-specific protease USP2a; 0.01% of 330,000 active; O75604; Potency, µM (titrated, usually from 38.3 µM), for the others: at the top dose activity change, negative = inhibition, usual class: inhibitors; USP2 core, Ub-CHOP2 coupled fluorogenic reporter, 485/531;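 note: potency is the fitted concentration of half-maximal effect; plate controls were DMSO wells for no effect and full inhibition by NEM control for full effect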
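Cell-free coupled assay: 10nM USP2 core preincubated 30min RT with compound in Tris-HCl pH 8.0/CaCl2/CHAPS buffer, then 25nM Ub-CHOP2 and 25nM reporter substrate; fluorescence (Ex 485/Em 531) read after 60min RT, normalized to NEM inhibition, concentration-response curves fitted.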
GALK inh – blocks human galactokinase activity; P51570; Purified GALK, Kinase-Glo residual ATP luminescence; Potency, µM (doses to about 57.5 µM), for inactives: at the highest dose activity change, negative = inhibition, actives largely listed as inhibitors; 0.007% of 270,000 active; AID 1868; note: potency is the fitted concentration of half-maximal effect
Target sequence (P51570 whole entry, looked up): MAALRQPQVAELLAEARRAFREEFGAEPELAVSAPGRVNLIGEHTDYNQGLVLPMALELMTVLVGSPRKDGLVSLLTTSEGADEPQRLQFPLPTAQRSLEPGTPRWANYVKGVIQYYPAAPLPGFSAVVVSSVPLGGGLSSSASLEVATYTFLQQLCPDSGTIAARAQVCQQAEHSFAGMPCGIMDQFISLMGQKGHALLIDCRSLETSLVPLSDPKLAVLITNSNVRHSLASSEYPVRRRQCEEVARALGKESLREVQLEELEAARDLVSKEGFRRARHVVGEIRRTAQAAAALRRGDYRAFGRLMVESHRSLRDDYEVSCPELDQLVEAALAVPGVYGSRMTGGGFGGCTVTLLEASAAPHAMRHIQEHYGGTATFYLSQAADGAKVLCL
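Human GALK (5 nM) with 35 uM ATP and 100 uM galactose in 20 mM HEPES pH 8.0, 5 mM MgCl2, 60 mM NaCl, 1 mM DTT, 0.01% BSA. After 1 h at room temperature, leftover ATP was read by Kinase-Glo Plus luminescence.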
KCNH2 3.1 inh – inhibitors of human KCNH2 3.1 potassium channel isoform; U2OS KCNH2 3.1, thallium flux FluxOr; stronger effect = lower value; activity change, % (tested at about 1.8 µM); 0.95% of 340,000 active;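 active = maximum activity change below -70%; inconclusive = maximum activity change from -70% to -50%; inactive = maximum activity change above -50%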;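 note: thallium influx rate constant from kinetic fluorescence after stimulation buffer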
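Steps: virus added to U2OS suspension (4 h, RT, dark); medium with 10% FBS added, cells plated, 37 C overnight; FluxOr/Red40 loading buffer 45 min RT; stimulation buffer, 2 min kinetic read; rate constant normalized.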
* hit, by the source's call; ? = inconclusive; . = no result given; & = joins results of further samples; [ ] = remark or other dose. Unless noted, calls come from the whole dose curve; as a rule, active = well fitted curve in the direction sought with a large enough effect; inconclusive = small, poorly fitted or top-dose-only effect, or another doubt; inactive = no such curve, though single readings can be large; an effect the other way counts as inactive or inconclusive. Unless noted, % is set by controls: 0 for no effect and ±100 for the full control effect.

structure,Giardia killer,FBPA coupling cs,USP2a block,Chronic BCR inh,uPA generation,GALK inh,KCNH2 3.1 inh,PKM2 act,KCNH2 WT inh,Eya2 phos inh,B2AR arrestin
C=CCOn1c(=O)c(-c2ccc(OC)cc2)[n+]([O-])c2ccccc21,-4,1,1%,-3%,-1%,11%,-10,5%,-6,-7%,-1.0%
Cc1ccc([N+](=O)[O-])c(OCCn2cnc3ccccc32)c1,-2,-1,-1%,-6%,-2%,0%,2,8.9µM*,-3,-7%,-0.1%
CCN(Cc1ccncc1)C(=O)c1cc(COc2ccc(F)cc2Cl)on1,-13,.,2%,-4%,7%,1%,5,9%,-8,9%,-0.1%
COc1ccc(Cl)cc1NC(=O)CN1C(=O)NC(Cc2c[nH]c3ccccc23)C1=O (configuration not stated),-4,.,2%,-1%,-5%,.,1,.,13,-6%,-0.7%
COc1ccc(NC(=O)CN2CCN(c3ccccc3Cl)CC2)cc1,-12,1,0%,-1%,4%,-2%,-8,5%,11,6%,-0.9%
Cc1ccc(C(=O)NCCN2CCOCC2)cc1C,-3,3,1%,5%,4%,6%,-1,0%,16,-22%,0.3%
CCCn1nc(NC(=O)c2ccco2)c2cc3cc(C)ccc3nc21,10,-4,3%,4%,-3%,0%,-32,1%,-13,-1%,-0.9%
CCOC(=O)C1CCN(C(=O)C2CCN(S(=O)(=O)c3cccc4cccnc34)CC2)CC1,.,3,-1%,?,.,0%,.,1%,.,-11%,0.0%
CC(=O)C1=C(C)Nc2ncnn2C1c1ccc(F)cc1 (configuration not stated),-1,0,-1%,4%,12%,9%,13,0%[11.5 µM],4,4%,-0.3%
Cc1cc(S(=O)(=O)NC(C)c2nnc3ccccn23)ccc1Br (configuration not stated),-1,.,3%,5%,1%,.,0,.,-12,3%,-0.5%
Cc1c(-n2c(SCC(=O)O)nnc2-c2ccccc2Cl)c(=O)n(-c2ccccc2)n1C,-11,-21,-1%,-1%,-5%,5%,-18,-2%,15,3%,0.2%
Cc1cc(OCc2ccc(C(=O)Nc3ccc(C(=O)O)cc3)o2)ccc1Cl,-11,0,4%,-1%,6%,.,-18,.,4,0%,0.4%

The listing continues:
structure,Giardia killer,FBPA coupling cs,USP2a block,Chronic BCR inh,uPA generation,GALK inh,KCNH2 3.1 inh,PKM2 act,KCNH2 WT inh,Eya2 phos inh,B2AR arrestin
O=C(/C=C/Nc1cccc(C(F)(F)F)c1)c1ccco1,-5,-2,-1%,1%,-1%,12%,2,-4%,9,-5%,0.0%
CC(NCCOc1ccccc1F)C(=O)Nc1ccc(S(N)(=O)=O)cc1 (configuration not stated),23,-1,2%,3%,8%,0%,-7,.,20,-5%,-0.6%
COc1cc(C(=O)c2nccc3cc(OC)c(OC)cc23)c([N+](=O)[O-])cc1OC,16,-8,-2%,?,-5%,8%,25,27%,1,0%,0.1%
CN(C)/C=C/C(=O)c1ccc(F)cc1F,-5,0,2%,-1%,7%,0%,-4,-6%,6,1%,-0.1%
Cc1ccc(NC(=O)CCN2C(=O)c3ccccc3S2(=O)=O)cc1C,-6,.,1%,-16%,-2%,.,-1,.,-2,-5%,-0.1%
O=C(Nn1cnc2ccccc2c1=O)c1cccc(Cl)c1,-20,4,6%,2%,3%,2%,-4,0%,-4,6%,-0.7%
CCOCCCNC(=O)c1ccc(Cn2c(=S)[nH]c3c([nH]c4ccc(OC)cc43)c2=O)cc1,30,1,1%,?,22%,0%,41,-2%,.,-5%,-0.1%
CCNC(=O)NC(=O)CSc1nc2ccccc2n1CCOC,-5,4,-1%,0%,3%,-2%,.,2%,-20,4%,0.0%
CNC(=O)Nc1cc(NC(=O)NC)cc(C(F)(F)F)c1,8,2,5%,-3%,9%,6%,-2,-8%,1,?,-0.7%
COC(=O)c1ccc(/C=N/N2CCN(Cc3ccccc3)CC2)cc1,11,2,-6%,0%,5%,2%,-1,7%,6,2%,-0.3%
CCOC(=O)C1CCN(C(=O)CCNC(=O)c2cc(OC)c(OC)c(OC)c2)CC1,-3,2,-2%,?,.,1%,-6,3%,-2,-12%,-0.2%
O=[N+]([O-])c1ccc(Nc2ccccc2)c2nonc12,?,-1,2%,9%,-8%,.,13,.,1,-4%,-0.3%

Further compounds:
structure,Giardia killer,FBPA coupling cs,USP2a block,Chronic BCR inh,uPA generation,GALK inh,KCNH2 3.1 inh,PKM2 act,KCNH2 WT inh,Eya2 phos inh,B2AR arrestin
CCOC(=O)C1=C(O)CCn2c1nc1ccccc12,6,4,2%,?,.,2%,-1,10%,12,-5%,-0.4%
O=C(O)c1ccccc1-c1ccccc1C(=O)Nc1ccc(F)cc1,-7,10,3%,5%,7%,3%,-7,.,1,-4%,-1.1%
O=C(NCc1ccc(OC(F)(F)F)cc1)C1CC(c2c(Cl)cccc2Cl)=NO1 (configuration not stated),-1,2,0%,-1%,-28%,0%,-30,0%,7,-15%,-0.9%
CCOc1ccc(C2C(C#N)=C(N)Oc3n[nH]c(C)c32)cc1OC(=O)C1CC1 (configuration not stated),-14,4,0%,-3%,5%,1%,-8,18%,-2,1%,-0.9%
COC(=O)c1ccccc1NC(=O)CCS(=O)(=O)c1cc2c(cc1C)NC(=O)CO2,25,2,1%,0%,9%,.,6,6%,6,6%,-0.5%
NC(=O)Cn1c(=O)n(C2CCCCC2)c(=O)c2c3c(sc21)CCCCC3,5,-1,3%,3%,-2%,-4%,-23,-2%,1,4%,-0.6%
CC1CCC(NC(=O)CSc2nnnn2C)CC1 (configuration not stated),-9,.,-1%,-3%,0%,.,8,.,-4,15%,0.1%
CC(C)(C)NC(=O)CSc1nnc(NC(=O)c2ccccc2Cl)s1,27,2,1%,0%,?,10%,6,.,8,-3%,-0.1%
COc1ccccc1/C=C(/C(=O)OCC(=O)N(C)Cc1ccccc1)c1ccccc1,40[activator],1,0%,-10%,9%,-3%,10,-3%,35,-4%,0.0%
CCS(=O)(=O)N1CCC(C(=O)Oc2ccccc2OC)CC1,11,3,0%,1%,2%,3%,13,6%,-2,6%,2.8%
Cc1cc(C(=O)CSc2nnnn2C)c(C)n1CCc1ccc(F)cc1,-3,1,1%,3%,-4%,6%,-9,8%,-2,6%,0.2%
O=C(Nc1cccc(Cl)c1)c1cc(S(=O)(=O)N2CCCCC2)c[nH]1,-28,2,3%,-2%,1%,.,-6,-1%,1,10%,0.5%

Carrying on:
structure,Giardia killer,FBPA coupling cs,USP2a block,Chronic BCR inh,uPA generation,GALK inh,KCNH2 3.1 inh,PKM2 act,KCNH2 WT inh,Eya2 phos inh,B2AR arrestin
CC(=O)NS(=O)(=O)c1ccc(NC(=S)NC(=O)CC(C)C)cc1,-12,7,2%,7%,0%,7%,12,-9%,-2,-1%,0.2%
Cc1ccc(NC(=O)c2cc(C)nc3ccccc23)cc1,11,0,0%,0%,-7%,-6%,-9,-1%[11.5 µM],-14,1%,-0.3%
COc1cc(C(=S)N2CCCC2)cc(Cl)c1OCC(=O)Nc1ccc(C)cc1C,24,0,-1%,?,-4%,.,-8,-14%,-2,-10%,3.6%
O=C(NCc1cccnc1)C1CC(=O)N(c2ccc(F)cc2)C1 (configuration not stated),6,-1,2%,0%,2%,2%,0,0%,-1,-6%,0.0%
Cc1onc(-c2ccccc2Cl)c1C(O)c1ccc(F)cc1 (configuration not stated),-6,-2,2%,3%,5%,-3%,-3,.,-6,-7%,0.4%
Nc1nc(NS(=O)(=O)c2ccc(Cl)cc2)nn1-c1ccccc1,-9,7,0%,-3%,1%,.,14,-2%,-3,7%,-0.8%
COc1ccc(C(CNC(=O)c2cc(C)on2)N(C)C)cc1 (configuration not stated),-12,2,0%,3%,.,5%,1,-10%,-10,-2%,-0.2%
CCC(=O)N1CCc2cc(S(=O)(=O)CCC(=O)NCCC3=CCCCC3)ccc21,10,3,0%,17%,3%,-6%,-16,2%,-16,7%,-0.1%
COC(=O)c1ccccc1OC(=O)c1cccnc1,-4,-1,0%,-10%,.,-1%,4,-1%,9,-22%,-0.2%
O=C(O)c1ccc(CNCc2ccc(Cl)cc2)cc1,17,2,1%,-11%,16%,-3%,-2,-10%,-16,-16%,0.1%
Cc1cc(=O)n(-c2ccccc2)n1C,7,4&2,-1%,-4%,1%,.,-5,.,-7,-4%,-1.0%
